High-throughput results: PubChem BioAssay, Southern Research Specialized Biocontainment Screening Center
K1F lysis inhibition – inhibition of K1F phage lysis, E. coli UTI89, bacterial capsule biogenesis inhibitors, alamar blue (AID 488966); E. coli UTI89 K1F phage lysis, alamar blue, 2 h; higher % means a stronger effect; one-dose inhibition, % at 100 µM; IC50 in µM for titrated hits; 340,000 tested, 0.02% active;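 active = phage lysis inhibition, versus mean bacterial control, above a set limit; inconclusive = no clear call, values can overlap the other calls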;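 note: capsule biogenesis inhibitors block K1F phage lysis so surviving cells raise fluorescence; higher fluorescence means more inhibition of phage lysis; actives were called in the ten point dose series up to 300 µM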
Dengue-2 NS5 capping – flavivirus cap methylation enzyme inhibition – biochemical, confirmation dose response, primary screen (AID 588689); Dengue-2 NS5 methyltransferase capping enzyme assay, biochemical; higher % means a stronger effect; one-dose inhibition, % at 25 µM; IC50 in µM for titrated hits; 340,000 tested, 0.3% active; in the data active = a potency from the dose series; inconclusive = inhibition above about 29% without an active follow-up result
Rac1 GTP hydrolysis – MgcRacGAP GTPase-activating activity inhibitors, confirmation, biochemical, ADP Hunter fluorescence; MgcRacGAP-stimulated Rac1 GTP hydrolysis, ADP Hunter fluorescence; higher % means a stronger effect; GST-tagged Rac1 F28L mutant substrate; inhibition, % at 30 µM; hits with a dose series show IC50 in µM; 340,000 tested, 0.6% active; AID 624330;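 active = first-screen hits whose inhibition reached a set limit at any dose in the follow-up dose series; inconclusive = inhibition above the set first-screen limit but never retested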;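 note: fluorescence reports GDP produced by GAP-driven GTP hydrolysis; strong numbers were not always called active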
Dengue-2 NS5 capping pilot replicate – also measured in Dengue-2 NS5 capping; calls as there; inhibition, %; measured here: pilot screen replicate inhibition
* = called active by the depositor; u = inconclusive; [ ] = remark or other dose. Only part of the results is shown; the hit share may differ from the screen's.

SMILES | K1F lysis inhibition | Dengue-2 NS5 capping | Rac1 GTP hydrolysis | others
CCNc1nc2c(cnn2C)c(=O)[nH]1 | -4.0% | -6% | -4%
COC(=O)c1nccnc1N | -3.6% | 1% | 11%
C=CCN1C(=O)c2ccc(C(=O)OCC(=O)N(CC)c3c(N)n(Cc4ccccc4)c(=O)[nH]c3=O)cc2C1=O | 0.6%[50 µM] | -4% | 13%
CC(C)(C)S(=O)N1Cc2cc(CO)cc(CCO)c2[C@H]1CCO (stereo partly specified) | 0.6% | -3% | 9% | Dengue-2 NS5 capping pilot replicate=-4.0
O=C(Cc1cccc(NC(=O)C2CCN(C(=O)C3CCCC3)CC2)c1)Nc1cccc(C(=O)N2CCOCC2)c1 | -0.1% | -6% | 6% | Dengue-2 NS5 capping pilot replicate=0.3
Oc1ccc(C=NNc2nc3ccccc3s2)c(O)c1 | 0.8% | -6% | 88µM*
CN(C(=O)c1cccc(NC(=O)Cc2ccc(NC(=O)C3CCCN(C(=O)c4ccccc4)C3)cc2)c1)C1CCC1 (stereo unspecified) | 0.0% | -3% | 12% | Dengue-2 NS5 capping pilot replicate=-1.8
CCOc1ccc(NC(=O)CN(C)C(=O)c2cccnc2Sc2ccc(C)cc2C)cc1OCC | -0.2%[50 µM] | 1% | 1%
CN(CC(=O)Nc1ccccc1Cl)C(=O)c1cccc(S(=O)(=O)N2CCN(c3ccccc3)CC2)c1 | 0.3%[50 µM] | -6% | 6%
CCCCn1c(N)c(N(CCOC)C(=O)CC2CCCCC2)c(=O)[nH]c1=O | 0.4%[50 µM] | -3% | 1%
O=C1NC(=O)N(Cc2ccccc2)CC1Br (stereo unspecified) | -2.3% | -1% | 3%
O=Cc1nccc2ccccc12 | 0.2% | 2% | -5%
COc1ccc(CCc2ccc3ccccc3n2)cc1 | 14% | 8% | 0%
O=c1cc(C2CCCCC2)[nH]c(=O)[nH]1 | 0.5% | -4% | -9%
CCOc1ccc(NC(=O)CN(C)C(=O)c2cc([N+](=O)[O-])ccc2Sc2ccccc2)cc1OCC | 0.0%[50 µM] | -7% | 8%
Cc1nc2c(o1)C(=O)c1ccccc1C2=Nc1ccccc1 | 2.3% | -3% | 3%
Cc1cc(O)c(C(C)C)cc1N=Cc1ccccc1[N+](=O)[O-] | 1.9% | >100µM* | -1%
OC(C#Cc1ccccc1)(c1ccccc1)c1ccccc1 | -0.4% | 1% | 5%
O=C(Cn1cc(COc2ccc(Br)cc2)nn1)c1ccc(O)cc1 | 0.3% | -12% | 5%
N#Cc1ccccc1OCc1cn(CC(=O)c2ccc(O)cc2)nn1 | 0.1% | -5% | 9%
COc1ccc(C=NNC(=O)CCCCC(=O)NN=Cc2ccc(OC)cc2)cc1 | -1.6% | -6% | 5%
N#CCCN(C(=O)Nc1ccccc1)C1CCCCC1 | -3.0% | 7% | -1%
Cc1ccc(S(=O)(=O)N2CCOCC2)cc1NC(=O)CSc1nnc(COc2ccccc2F)n1N | 0.9%[50 µM] | -1% | 9%
CC(O)CNc1nc(N)[nH]c(=O)c1N=Nc1ccccc1 (stereo unspecified) | 0.5% | -3% | 9%
CC(C)N1CCOC1c1ccccc1 (stereo unspecified) | -0.9% | -2% | 2%
Cc1nc(N)[nH]c(=O)c1CCCNc1ccc(CCC2(CCl)OCCO2)cc1 | 3.6% | -13% | 0%
CC(C)(C)OC(=O)N(CCc1ccccc1)Cc1cccc(OCc2cccc(NC(=O)/C=C/c3ccccc3)c2)c1 | 0.2% | -14% | -1%
CN(C)c1nc(NNC(=O)c2ccccc2)nc(N(C)C)n1 | 0.6% | -15% | 4%
COc1ccc(NC(=O)c2cnc3ccccn3c2=O)c(OC)c1 | -1.6% | -6% | 8%
O=C(O)c1ccccc1C=NNc1ccccn1 | 0.5% | -5% | -2%
CC(=NO)c1ccc2c(c1)Cc1cc([N+](=O)[O-])ccc1-2 | -0.1% | 5% | 9%
Cc1ccc(NCc2cccc(B(O)O)c2)cc1 | 0.0% | -5% | 11%
CC(CCN1CCC(CN2C(=O)C(=O)NC[C@@H]2Cc2ccccc2)CC1)c1ccccc1 (stereo partly specified) | 0.2% | 2% | 8% | Dengue-2 NS5 capping pilot replicate=-2.8
CCC1(c2ccc(F)cc2)NC(=O)N(CC(=O)Nc2cccc(S(=O)(=O)N3CCOCC3)c2)C1=O (stereo unspecified) | 0.6%[50 µM] | -9% | 3%
CCN1C[C@@H]2[C@@H]3C(=O)N(Cc4ccccc4)C(=O)[C@@H]3[C@](Cc3ccccc3)(C1=O)N2C(=O)c1ccc(Cl)cc1 | -0.2% | -6% | 6%
Cc1ccc(Nc2c(O)nc[nH]c2=O)cc1 | 2.7% | 3% | 12%
COc1ccc(C2=CC(=O)C[C@H](CN3C(=O)c4ccccc4C3=O)N(C(=O)OC(C)(C)C)O2)cc1 | 1.2% | -5% | 8% | Dengue-2 NS5 capping pilot replicate=-1.5
CCC1(c2ccccc2)SC(N)=NC1=O (stereo unspecified) | -0.7% | 2% | -2%
CCC(=O)N1CCc2cc(Br)c(S(=O)(=O)CCC(=O)NCCc3ccccc3)cc21 | 1.8% | -11% | -1%
O=C1CC[C@@H]2CC(N3CCN(c4ccccc4)CC3)C[C@@H]3CCN1[C@H]23 (stereo partly specified) | 0.3% | -7% | 2%

7 compounds out of the list, ordered by molecular weight, rising.
SMILES | K1F lysis inhibition | Dengue-2 NS5 capping | Rac1 GTP hydrolysis | others
CC(C)N1CCOC1c1ccccc1 (stereo unspecified) | -0.9% | -2% | 2%
CC(O)CNc1nc(N)[nH]c(=O)c1N=Nc1ccccc1 (stereo unspecified) | 0.5% | -3% | 9%
COc1ccc(NC(=O)c2cnc3ccccn3c2=O)c(OC)c1 | -1.6% | -6% | 8%
O=C1CC[C@@H]2CC(N3CCN(c4ccccc4)CC3)C[C@@H]3CCN1[C@H]23 (stereo partly specified) | 0.3% | -7% | 2%
COc1ccc(C=NNC(=O)CCCCC(=O)NN=Cc2ccc(OC)cc2)cc1 | -1.6% | -6% | 5%
CCC(=O)N1CCc2cc(Br)c(S(=O)(=O)CCC(=O)NCCc3ccccc3)cc21 | 1.8% | -11% | -1%
CCC1(c2ccc(F)cc2)NC(=O)N(CC(=O)Nc2cccc(S(=O)(=O)N3CCOCC3)c2)C1=O (stereo unspecified) | 0.6%[50 µM] | -9% | 3%

Structural class, those above containing bromine (3)
SMILES | K1F lysis inhibition | Dengue-2 NS5 capping | Rac1 GTP hydrolysis | others
O=C1NC(=O)N(Cc2ccccc2)CC1Br (stereo unspecified) | -2.3% | -1% | 3%
O=C(Cn1cc(COc2ccc(Br)cc2)nn1)c1ccc(O)cc1 | 0.3% | -12% | 5%
CCC(=O)N1CCc2cc(Br)c(S(=O)(=O)CCC(=O)NCCc3ccccc3)cc21 | 1.8% | -11% | -1%

Further results follow:
SMILES | K1F lysis inhibition | Dengue-2 NS5 capping | Rac1 GTP hydrolysis | others
Cc1ccc(NC(=O)c2ncn(CCCNCC(C)c3ccccc3)n2)cc1C (stereo unspecified) | 0.1% | -3% | 6%
O=C(Cc1ccc(NC(=O)C2CCN(C(=O)c3ccccc3)CC2)cc1)Nc1ccc(C(=O)N2CCOCC2)cc1 | 0.1% | -4% | 1%
c1cc2c3c(cccc3c1)-c1cnccc1-2 | -2.5% | -10% | 11%
CC(=O)C1=CN(Cc2ccccc2)CCC1=O | 0.2% | -1% | 6% | Dengue-2 NS5 capping pilot replicate=3.3
CCCn1cnc2c(SCCc3ccccc3)nc(N)nc21 | -0.7% | -2% | 1%
COc1ccc(CNC(=O)Cn2cc(C)c(=O)[nH]c2=O)cc1 | 0.2% | 3% | 5% | Dengue-2 NS5 capping pilot replicate=0.0
COc1ccc(CN(C)C(=O)Cn2cc(C)c(=O)[nH]c2=O)cc1OC | -0.2% | -6% | 1%
Clc1ccc(CNc2ncnc3[nH]ncc23)cc1Cl | -2.4% | 3% | 8%
Cc1nn(-c2nccs2)c2c1C(=O)CC(C)(C)C2Br (stereo unspecified) | 0.3% | -4% | 9% | Dengue-2 NS5 capping pilot replicate=-4.2
Cc1occc1C(=O)N/N=C/C1=C(N2CCOCC2)C(=C/c2ccc(Cl)cc2Cl)/CC1 | 1.5% | u | 5%
O=c1oc(-c2ccccc2)c(-c2ccccc2)c2ccccc12 | 3.3% | 3% | 2%
CCN(C(=O)COC(=O)c1ccccc1NCc1ccco1)c1c(N)n(Cc2ccccc2)c(=O)[nH]c1=O | 0.9%[50 µM] | -6% | 10%
O=S(=O)(Cc1ccc(Cl)cc1)Oc1ccc(Cl)cc1 | -1.7% | 12% | 2%
C[C@H]1CN(S(=O)C(C)(C)C)[C@@H](CCO)/C1=C\c1ccccc1 (stereo partly specified) | 1.1% | -3% | 5%
CC1(CCC(=O)O)C(=O)CCC2C1CCC1(C)C2CCC1(C)O (stereo unspecified) | 5.2% | -4% | -1%
CC(C)(C)S(=O)N1Cc2cc(=O)n(Cc3ccccc3)c(CCO)c2[C@@H]1CCO (stereo partly specified) | 0.3% | -5% | 11% | Dengue-2 NS5 capping pilot replicate=-4.3
Cn1c(=S)c2[nH]c(SCC3CCCO3)nc2n(C)c1=O (stereo unspecified) | 1.9% | -9% | 12%
Cc1ccc(C2(C)NC(=O)N(CC(=O)N3CCN(S(=O)(=O)c4ccccc4[N+](=O)[O-])CC3)C2=O)cc1 (stereo unspecified) | 0.7%[50 µM] | 0% | 5%
CCCCCCCCCCCCCCC(O)C[N+](C)(CCO)CCO (stereo unspecified) | -12% | -2% | 21%
N#Cc1ccc(NC(=O)NN2CCCCCC2)cc1 | -3.5% | -10% | 0%
O=C(CCSC1=NCCCN1)c1ccc(F)cc1 | -10% | -11% | 12%
CCC1(CC)SC(N)=NC1=O | -1.5% | 4% | -1%
COc1ccc(-c2sc(Nc3cccc4ccccc34)n[n+]2C)c(C)c1C | 0.3% | -3% | -1%
CCOc1ccc(NC(=O)CN(C)C(=O)c2cc(-c3ccco3)nc3ccccc23)cc1OCC | 0.1%[50 µM] | -7% | 3%
O=C(O)c1cccc(Oc2ccc(C(=O)O)c([N+](=O)[O-])c2)c1 | 3.0% | 16% | -1%
CC(C)C(=O)Nc1cccc(COc2ccccc2CN(Cc2ccccc2)C(=O)OC(C)(C)C)c1 | 0.1% | 1% | -8% | Dengue-2 NS5 capping pilot replicate=2.4
CCCN(CC)c1ncnc2[nH]ncc12 | 0.8% | 13% | 1%
c1ccc(C(CN2CCCCC2)Oc2ccccn2)cc1 (stereo unspecified) | 2.3% | -3% | 2%
O=C(NC1CC1)c1cccc(NC(=O)C2CC2)c1 | -0.3% | -5% | 6% | Dengue-2 NS5 capping pilot replicate=2.4
Cn1c(=O)[nH]c2c(cnn2C)c1=O | 1.5% | 7% | -2%
COc1cccc(-c2ccc3c(c2)C2CC3CCN2C(=O)c2ccc(Cl)cc2)c1 (stereo unspecified) | 1.1% | -5% | 8%
CN(C(=O)c1cccc(NC(=O)Cc2ccc(NC(=O)C3CCN(C(=O)C4CCC4)CC3)cc2)c1)C1CCC1 | 0.2% | -6% | 7% | Dengue-2 NS5 capping pilot replicate=-0.6
CC(C)(C)S(=O)(=O)N1Cc2ccc(CO)cc2[C@H]1CCO | 0.3% | 3% | 8%
CCN(C(=O)CSc1nc2cc(C(=O)O)ccc2c(=O)n1-c1ccccc1F)C1CCS(=O)(=O)C1 (stereo unspecified) | 0.9%[50 µM] | -2% | 0%
C=CCN(C(C(=O)OC)C(C)C)S(=O)(=O)CCNCc1ccccc1 (stereo unspecified) | -0.2% | 3% | 2%
CCOCC(=O)NC1CCc2cc(OC(=O)COCC)c(OC)c(OC)c2-c2ccc(SC)c(=O)cc21 (stereo unspecified) | 0.4% | -7% | -3%

Retrieved one by one from the entries so far, 4 records:
SMILES | K1F lysis inhibition | Dengue-2 NS5 capping | Rac1 GTP hydrolysis | others
O=C(O)c1cccc(Oc2ccc(C(=O)O)c([N+](=O)[O-])c2)c1 | 3.0% | 16% | -1%
CCOc1ccc(NC(=O)CN(C)C(=O)c2cc(-c3ccco3)nc3ccccc23)cc1OCC | 0.1%[50 µM] | -7% | 3%
CCOCC(=O)NC1CCc2cc(OC(=O)COCC)c(OC)c(OC)c2-c2ccc(SC)c(=O)cc21 (stereo unspecified) | 0.4% | -7% | -3%
O=C(NC1CC1)c1cccc(NC(=O)C2CC2)c1 | -0.3% | -5% | 6% | Dengue-2 NS5 capping pilot replicate=2.4
